Bioassay records: PubChem BioAssay, National Center for Advancing Translational Sciences (NCATS)
LDHA block: qHTS assay for inhibitors of human lactate dehydrogenase. L-lactate dehydrogenase A chain (Homo sapiens), P00338. purified LDHA, NADH/diaphorase-resazurin fluorescence; active compounds read low. activity change, % (values are at about 110 or 230 µM). 480,000 compounds, 0.15% hits. AID 1347041, 2019; in the data active = activity change below about -30%; inconclusive = mostly about -25% to -30%;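 note: plate controls were DMSO wells for no effect and wells without enzyme for full effect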
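Human LDH5 (2 nM) was incubated with 0.06 mM NADH and 0.2 mM pyruvate for 5 min at room temperature in Tris pH 7.4. Remaining NADH was coupled through diaphorase/resazurin, and resorufin fluorescence was read at 0 and 20 min.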
An asterisk follows results filed as active; u = inconclusive; & = joins results of further samples. This is a subset. The share of hits here may be higher or lower than overall.

LDHA block,SMILES
-3,Cc1ccc(S(=O)(=O)N2CC(CO)=CCC2c2ccccc2)cc1 (stereo not drawn)
5,CCOc1cccc2[nH]c(C(=O)O)cc12
1,Fc1cc(F)cc(-c2noc3ncnc(NCc4ccco4)c23)c1
-8,COc1ccc(C(C)NC(=O)c2c(C)noc2C)cc1OC (stereo not drawn)
0,O=C(/C=C/c1ccc(Cl)cc1Cl)c1cc(Cl)ccc1O
2,O=C(N[C@H]1CC[C@H](CCNC(=O)C2CC2)O[C@@H]1CO)c1ccccn1
-7,N/C(=N\c1nnc(-c2ccncc2)s1)Nc1ccc(Cl)c(Cl)c1
3,Clc1ccc(-c2nc3c4ccccc4ccn3c2Cc2cccc(Cl)c2)cc1

Later entries:
LDHA block,SMILES
4,CCSc1nnc(-c2c[nH]c3ccccc23)n1C1CC1
5,O=C(c1cc2c(c(-c3cccc(-c4ccncc4)c3)n1)[C@H](CCO)N(C(=O)c1ccc3c(c1)OCO3)C2)N1CCOCC1
4,Cc1nn(-c2ccc(F)cc2)c(-n2cccc2)c1C(=O)N1CCc2ccccc2C1
-14,CCOc1ccccc1C(=O)N1CCC(C(=O)c2ccc3c(c2)OCCO3)CC1
7,COc1ccc(S(=O)(=O)NCCC(C)C)c2cccnc12
6,Cc1c(-c2ccc(Cl)cc2)c(=O)oc2cc(OC(=O)N3CCOCC3)ccc12
u,O=C(NC1CCS(=O)(=O)C1)C1CCN(C2=NS(=O)(=O)c3ccccc32)CC1 (stereo not drawn)
-1,Cc1cc2nc(-c3cccc(NC(=O)COc4ccc([N+](=O)[O-])cc4)c3)oc2cc1C

The results go on:
LDHA block,SMILES
1,COc1cccc(NC(=O)CC2Sc3ccccc3NC2=O)c1 (stereo not drawn)
-13,Fc1ccc(CCNC(=S)NC2CCCCC2)cc1
0,O=C(COc1ccc2c(=O)c(Oc3ccc(-c4ccccc4)cc3)coc2c1)NCc1ccccc1
-1,O=C(CCc1ccncc1)Nc1ccccc1
18,Cn1c(=O)c2c(-c3ccc(F)cc3)[nH]cc2n(C)c1=O
2,CCc1ccc2oc(C(=O)Nc3ccc(S(=O)(=O)N(C)c4ccccc4)cc3)cc(=O)c2c1
-11,CCc1c(C)sc(NC(=O)/C=C/c2c(Cl)cccc2Cl)c1C#N
7,Cc1c(-c2ccccc2)c(=O)oc2cc(OCC(=O)OC(C)C)ccc12

Continued:
LDHA block,SMILES
6,COc1cc(/C=C(/C#N)c2ccc(C(F)(F)F)cn2)ccc1O
4,CCOC(=O)C1CCN(C(c2ccccc2)c2sc3nc(-c4ccco4)nn3c2O)CC1 (stereo not drawn)
3,CCCCC[C@@H](C)N1C[C@@H](COCc2ccccc2)Oc2cc(N3CC[C@H](N(C)C)C3)ccc2S1(=O)=O
5,N#Cc1cccc(CNS(=O)(=O)Cc2ccccc2)c1
1,NC(N)=Nc1nc(=O)c2ccccc2s1
3,CC(C)c1nnc(NC(=O)C(Sc2ccccc2)c2ccccc2)s1 (stereo not drawn)
-2,CN1CCN(Cc2nc3c(c(=O)n(C)c(=O)n3C)n2Cc2ccccc2F)CC1
-2,CC(C#N)CN(C)c1nc(-c2ccncc2)nc2ccccc12 (stereo not drawn)

(listing goes on)
LDHA block,SMILES
7,CCOc1ccccc1OCc1nn2c(C3COc4ccccc4O3)nnc2s1 (stereo not drawn)
-1&2,O=C(O)c1ccc(-n2cccc2/C=C2\SC(=O)N(Cc3ccc(Cl)cc3)C2=O)cc1
4,COc1ccccc1CNC(=O)c1ccccc1C(F)(F)F
-1,CCCCCCn1nc(C(=O)Nc2ccc(OC)c(NC(C)=O)c2)c2ccccc2c1=O
2,Cc1c(Cc2ccccc2)c(-n2ccnc2)n2c(nc3ccccc32)c1C#N
11,O=C(O)c1c[nH]c2ccccc12
10,Cc1ccc(S(=O)(=O)N2CCN(c3nc(-n4ccnc4)nc4ccccc34)CC2)cc1
-5,CC(C)N1CCC(NC(=O)c2ccc3ccccc3c2)CC1

The results go on:
LDHA block,SMILES
3,CCC(C)[C@H](NC(=O)Nc1ccc2oc(-c3cccnc3)nc2c1)C(=O)OC (stereo partly drawn)
4,Cc1cc2oc(C(=O)Nc3sc4c(c3C#N)CCCC4)cc(=O)c2cc1Cl
-1,Cc1ccc(-c2cc(C(=O)Nc3nnc(C)s3)c3ccccc3n2)cc1
9,COc1ccc(C(=O)C(=O)N2CCN(c3ccc(C)cc3)CC2)cc1OC
u,COC(=O)CCOc1ccc(S(=O)(=O)Nc2ccc(F)cc2F)cc1
1,COCCn1c(C)cc(C(=O)CSc2nnc(Nc3ccccc3F)s2)c1C
3,COC(=O)c1cccn(C)c1=S
3,Cc1ccc(/C=C/C(=O)c2cc(C)ccc2O)cc1

(cont.)
LDHA block,SMILES
1,Cc1ccc(-c2nonc2NC(=O)c2ccccc2)cc1
7,CCN(CC)CCCNC(=O)c1csc(Nc2ccc(C)cc2)n1
3,Cn1cc(C(=O)N2CCN(S(=O)(=O)c3ccc(F)cc3)CC2)c2ccccc21
0,CN(C)CCN(Cc1ccc(F)cc1)C(=O)c1ccc(S(C)(=O)=O)cc1
-1,COc1cc(OC)c(NC(=O)Cn2nc(-c3cc(C)ccc3C)ccc2=O)cc1Cl
9,CCOc1ccccc1NC(=O)CCc1ccc(-c2ccc(C)c(C)c2)o1
-2,Cc1ccc(C(=O)O)cc1-n1cccc1
-2,Cc1ccc(S(=O)(=O)N2CCN(C(=O)c3cn(C)c4ccccc34)CC2)cc1

Next compounds follow:
LDHA block,SMILES
-1,Cc1ccccc1N=Cc1ccc(N(C)C)cc1
-4,Cc1ccc(-c2nc(CCNc3ncccc3C#N)co2)cc1
4,CCOC(=O)c1ccc(NC(=O)CCS(=O)(=O)c2cc(-c3cc(C)no3)ccc2OC)cc1
-2,CC1(C)CC(=O)C2=C(C1)OC(N)=C(C#N)C2c1ccco1 (stereo not drawn)
13,Cc1c(O)ccc2c(COC(=O)Cc3n[nH]c(=O)c4ccccc34)cc(=O)oc12
-20,COc1ccc2cc(-c3nc(-c4ccccc4C)no3)c(=O)oc2c1
u,COC(=O)c1[nH]c2cc(OC)ccc2c1NC(=O)CN1CCCC(C)(C)C1
0,N#Cc1nc(COc2cccc(Cl)c2)oc1NCc1ccc2c(c1)OCO2

(more compounds)
LDHA block,SMILES
6,Cc1cc(C)cc(NC(=O)CCNC(=O)C2CCCC2)c1
63,O=C1C(=C2SCCS2)CCc2ccccc21
-7,Fc1ccc(CCNC(=S)NC2CCCC2)cc1
-2,CCCCCCCCN1C(=O)[C@H](CC(=O)NCC23CC4CC(CC(C4)C2)C3)C[C@@]2(C(=O)OC)CCCCC=C12
1,CCC(C)NCC#Cc1ccccc1 (stereo not drawn)
-14,Cc1c(C(=O)N2CCCCCC2)c(S(=O)(=O)N2CCc3ccccc32)c(C)n1C
4,Cc1cc(C)c(O)c(-c2n[nH]c3c2C(c2cccc(O)c2)N(Cc2cccnc2)C3=O)c1 (stereo not drawn)
0,COc1ccc(-c2cc(C(=O)N3CCCC3)c3ccccc3n2)c(OC)c1

Further entries:
LDHA block,SMILES
5,Cc1cc([N+](=O)[O-])ccc1NC(=O)COC(=O)C12CC3CC(CC(Cl)(C3)C1)C2
-1,Cc1cnc(C(=O)OCc2ccc(Cl)cc2Cl)cn1
2,Cn1c(Oc2ccc(Cl)c(Cl)c2)c(C#N)c(=O)n(C)c1=O
8,CCOCCCNC(=S)NC(c1ccccc1)c1ccccc1
4,Brc1ccccc1-c1nnc(SCc2nc3ccccc3o2)o1
-13,Cc1cc(C(=O)Nc2ccccc2SC2CCCC2)c(C)o1
3,CCC1CCC(NC(=O)c2ccncc2)CC1 (stereo not drawn)
-8,COc1cc2c(cc1OC)C(c1ccc(C)cc1)OC2=O (stereo not drawn)

Additional structures
LDHA block,SMILES
3,O=C(O)/C=C/c1ccccc1F
2,O=C(/C=C/c1cnc2ccccc2n1)NCc1cccnc1
u,Cc1csc(C(C#N)C(=O)CSc2ccc3c(c2)OCCCO3)n1 (stereo not drawn)
12,COc1ccc(CNc2oc(COc3ccccc3F)nc2C#N)cc1
3,COc1cc2c(cc1OC)CN(C(=O)CCc1ncc(-c3c(F)cccc3F)o1)CC2
0,CCC(C)C(NC(=O)c1ccc(C(C)C)cc1)C(=O)O (stereo not drawn)
3,CCC(NC(=O)Cn1c(=O)c2c(ncn2C)n(C)c1=O)c1ccc(Cl)cc1 (stereo not drawn)
3,COc1ccccc1-c1noc(COC(=O)c2ccc3c(c2)NC(=O)CS3)n1

The results go on:
LDHA block,SMILES
25,CCC(C)(C)c1ccc(OCC(O)CNCc2ccccc2)c(C(C)(C)CC)c1 (stereo not drawn)
1,CCc1cccc(C)c1NC(=O)Cc1c[nH]c2ccccc12
-7,COc1ccc(-c2nc(Cn3nnc(C(=O)Nc4ccccc4F)c3N)c(C)o2)cc1OC
-3,Nc1nccnc1C(=O)NCC1CCOC1 (stereo not drawn)
-3,c1ccc(COc2ccc(CNc3ccccc3)cc2)cc1
0,FC(F)(F)c1cccc(CSc2nccc(-c3ccc(Cl)cc3)n2)c1
0,CCn1cc2nc(SCC(=O)N3CCCC3)n(Cc3ccccc3)c(=O)c2n1
-4,COc1cccc(-c2nc(CSc3nc(C)cc(=O)[nH]3)c(C)o2)c1OC

Among those listed so far, 12 have a cyano group.
LDHA block,SMILES
-11,CCc1c(C)sc(NC(=O)/C=C/c2c(Cl)cccc2Cl)c1C#N
6,COc1cc(/C=C(/C#N)c2ccc(C(F)(F)F)cn2)ccc1O
5,N#Cc1cccc(CNS(=O)(=O)Cc2ccccc2)c1
-2,CC(C#N)CN(C)c1nc(-c2ccncc2)nc2ccccc12 (stereo not drawn)
2,Cc1c(Cc2ccccc2)c(-n2ccnc2)n2c(nc3ccccc32)c1C#N
4,Cc1cc2oc(C(=O)Nc3sc4c(c3C#N)CCCC4)cc(=O)c2cc1Cl
-4,Cc1ccc(-c2nc(CCNc3ncccc3C#N)co2)cc1
-2,CC1(C)CC(=O)C2=C(C1)OC(N)=C(C#N)C2c1ccco1 (stereo not drawn)
0,N#Cc1nc(COc2cccc(Cl)c2)oc1NCc1ccc2c(c1)OCO2
2,Cn1c(Oc2ccc(Cl)c(Cl)c2)c(C#N)c(=O)n(C)c1=O
u,Cc1csc(C(C#N)C(=O)CSc2ccc3c(c2)OCCCO3)n1 (stereo not drawn)
12,COc1ccc(CNc2oc(COc3ccccc3F)nc2C#N)cc1

(further entries)
LDHA block,SMILES
-2,NNC(=O)c1ccc([N+](=O)[O-])cc1
6,O=C(CCc1ccccc1)Nc1ccc(Cl)c(C(F)(F)F)c1
1,O=C1C=C(OCCF)CC(c2cccc(Cl)c2)O1 (stereo not drawn)
-10,O=S(=O)(c1ccc(-c2csc(Nc3ccc(F)cc3)n2)cc1)N1CCOCC1
-3,CC(C)C(=O)NC(Nc1ccc(Br)cc1)C(Cl)(Cl)Cl (stereo not drawn)
-21,CCOC(=O)c1ccc(Oc2coc3cc(OC)ccc3c2=O)cc1
-20,Cc1cccc(CNC(=O)CSc2nc3nc[nH]c3c(=O)[nH]2)c1
-1,COc1ccc(C)cc1NC(=O)C(C)OC(=O)c1ccsc1 (stereo not drawn)

Carrying on.
LDHA block,SMILES
10,CN(C)C(=O)c1cc(F)cc(F)c1
5,O=S(=O)(c1ccc(N2CCN(Cc3ccccc3)CC2)nc1)N1CCCCC1
0,Cc1ccc(S(=O)(=O)n2ccn(C(=O)CC3CCCCC3)c2=O)cc1
-1,CCCN1C(SCC(=O)N2CCCCCC2)=NS(=O)(=O)c2ccccc21
7,Cn1c(=O)c2c(ncn2CC(=O)c2cccc(C(F)(F)F)c2)n(C)c1=O
3,Cc1ccccc1CNC(=O)c1ccc(-c2ccc(S(=O)(=O)N3CCCC3)cc2)cc1
12,COc1ccc2nc(NS(=O)(=O)c3ccc(Cl)cc3)c(Nc3ccc4c(c3)OCO4)nc2c1
-3,CN(CC(=O)Nc1cccc(F)c1)C(=O)CCc1ncc(-c2ccc(F)cc2)o1

Following part
LDHA block,SMILES
2,COc1cccc(N2CCN(Cc3nc(N)nc(Nc4ccccc4C)n3)CC2)c1
-3,COc1ccc(CNc2ccccc2C(=O)NCc2ccccc2)cc1COc1ccc(NC(C)=O)cc1
2,CC(C)(C)C(=O)Nc1cccc(NC(=O)c2cc(F)c(Cl)cc2Cl)c1
3,CC(C)NC(NC(=O)c1ccc(Br)cc1)C(Cl)(Cl)Cl (stereo not drawn)
8,COc1cc(C(=O)COC(=O)COc2cc(Cl)c(Cl)cc2Cl)cc(OC)c1OC
-3,CCCCCCCC/C=N/NC(=O)c1ccc(C(C)(C)C)cc1
0,N#Cc1cn(C2CC2)c(=O)n(Cc2coc(-c3ccccc3)n2)c1=O
4,Cc1ccsc1/C=C(/C#N)C(=O)c1ccccc1

(more compounds)
LDHA block,SMILES
1,COc1ccc(Cc2nc3c4c(C)c(C)n(CCO)c4ncn3n2)cc1OC
-10,O=C(NC1CCCCCC1)c1cc(-c2cccs2)on1
13,O=C1/C(=C/c2ccc(OC(F)F)cc2)CCc2ccccc21
6,CC(OC(=O)c1ccc2ccccc2n1)C(=O)Nc1cc(Cl)cc(Cl)c1 (stereo not drawn)
-3,COc1ccc(-c2nc3ccccc3n2Cc2ccccc2)cc1COc1ccc(NC(C)=O)cc1
9,Cc1cc(C)cc(N2CC(c3nnc(NC(=O)c4cccc(NC(=O)C(C)C)c4)s3)CC2=O)c1 (stereo not drawn)
-8&8,O=C(COc1ccccc1C(=O)Nc1ccccc1)NC1CCCCC1
-5,C=CCS(=O)(=O)c1ccc(Br)c2ccccc12

Continuation:
LDHA block,SMILES
-2,Cc1ccsc1C(=O)NCCSC1CCCC1
0,N#Cc1ccc(/C=C/c2ccc3c([N+](=O)[O-])cccc3n2)cc1
3,N#Cc1nc(-c2ccccc2)oc1N1CCN(C(=O)c2cccs2)CC1
4,CC(C)c1ccc(N=Cc2cccs2)cc1
10,N#C/C(=C/C1=Cc2cc(Cl)ccc2OC1)c1nc2ccccc2[nH]1
-7,CCOC(=O)c1ccc(-n2cccc2/C=C2\NC(=O)N(CC(=O)Nc3ccccc3C)C2=O)cc1
